EWS-Fli block = blocks EWS/Fli oncoprotein-driven transcription; inhibition, % at 12.6 µM; A673 NR0B1-luciferase reporter, viability-normalised; 350,000 tested, 0.67% active;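 active = mean inhibition of at least 50% after viability correction, with every replicate also passing that limit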;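 note: firefly luciferase signal divided by Alamar Blue viability fluorescence both relative to DMSO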
FN deposit inh = fibronectin deposition inhibition; AH1F fibroblasts, Alexa488-fibronectin deposition fluorescence, overnight; inhibition, % at 12.6 µM; 350,000 tested, 0.086% active; AID 743247;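 active = mean inhibition across replicates of 30% or more, regardless of how many single replicates reach that level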;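 note: positive control wells lacked labelled fibronectin entirely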
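Material: AH1F fibroblast monolayer depositing Alexa488-labelled fibronectin into matrix | Input: 10000 AH1F cells/well | Medium: DMEM plus 2% serum, read in PBS | Reagent: Alexa488-fibronectin, 24 nM final in well | Compound dosing: One dose per compound, pinned | Schedule: 1 h adhesion, overnight exposure | Measured by: Fluorescence at 485 nm excitation, 525 nm emission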
S100A4 inh HTS = inhibitors of human S100A4 binding to myosin IIA peptide; P26447; S100A4/TAMRA-MyoIIA peptide fluorescence polarization; inhibition, % at 10.7 µM; 360,000 tested, 0.14% active;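 active = mean inhibition of at least 70% across replicates, with every replicate also reaching that level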
Target sequence (P26447 whole entry, looked up): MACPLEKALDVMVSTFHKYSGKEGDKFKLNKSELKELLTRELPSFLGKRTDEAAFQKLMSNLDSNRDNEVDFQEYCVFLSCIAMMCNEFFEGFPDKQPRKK
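Test system: S100A4 monomer protein. Medium: HEPES buffer with Ca2+, pH 7.2. Reagent: fluorescent myosin IIA peptide, 5 nM. Compound dosing: single-point compound testing. Timing: 5 min between mix addition and reading. Benchmarks: DMSO neutral and TFP positive wells.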
ERAP1 inh = blocks human ERAP1 aminopeptidase activity | 340,000 tested, 0.15% active | recombinant ERAP1, Leu-AMC fluorescence, 60 min | inhibition, % at 10.7 µM | AID 652197 | Q9NZ08;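 active = mean replicate inhibition of at least 30%, or all replicates individually reaching that 30% level; inactive = mean below 30% and not every replicate reaching it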;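 note: 0% = neutral control wells and 100% = L-leucinethiol positive control wells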
Target sequence (Q9NZ08 whole entry, looked up): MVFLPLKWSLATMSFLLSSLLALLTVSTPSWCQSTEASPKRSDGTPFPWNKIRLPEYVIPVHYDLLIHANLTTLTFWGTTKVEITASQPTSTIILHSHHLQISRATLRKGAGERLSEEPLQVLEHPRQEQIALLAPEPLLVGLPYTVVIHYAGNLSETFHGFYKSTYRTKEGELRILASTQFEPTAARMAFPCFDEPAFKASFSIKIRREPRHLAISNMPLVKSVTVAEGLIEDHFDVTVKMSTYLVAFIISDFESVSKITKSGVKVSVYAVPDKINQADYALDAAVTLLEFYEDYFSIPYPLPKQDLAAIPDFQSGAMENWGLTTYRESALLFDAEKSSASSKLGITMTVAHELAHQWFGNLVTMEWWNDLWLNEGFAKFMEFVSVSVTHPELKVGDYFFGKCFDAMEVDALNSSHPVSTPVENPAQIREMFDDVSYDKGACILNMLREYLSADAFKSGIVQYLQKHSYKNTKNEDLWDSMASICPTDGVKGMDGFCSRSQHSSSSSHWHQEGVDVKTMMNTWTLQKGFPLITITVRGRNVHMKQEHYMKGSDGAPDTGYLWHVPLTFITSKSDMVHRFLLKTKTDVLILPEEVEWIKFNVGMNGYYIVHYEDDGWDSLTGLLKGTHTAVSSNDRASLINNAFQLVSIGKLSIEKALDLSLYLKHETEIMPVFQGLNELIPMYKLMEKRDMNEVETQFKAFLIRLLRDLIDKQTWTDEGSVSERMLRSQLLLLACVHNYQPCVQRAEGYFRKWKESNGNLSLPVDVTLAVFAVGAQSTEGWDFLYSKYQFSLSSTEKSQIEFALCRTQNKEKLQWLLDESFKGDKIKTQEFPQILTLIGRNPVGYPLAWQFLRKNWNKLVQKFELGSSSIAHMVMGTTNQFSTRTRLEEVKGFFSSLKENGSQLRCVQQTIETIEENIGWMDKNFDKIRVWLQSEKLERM
PGC1a acetyl inh = modulators of PGC1a acetylation; U2OS PGC1a acetylation, AlphaScreen anti-acetyl-lysine; with virally co-expressed GCN5 acetyltransferase; inhibition, % at 15.6 µM; 350,000 tested, 0.17% active; AID 651687;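 active = every replicate shows inhibition of at least 40%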;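 note: 0% = neutral control wells and 100% = positive control wells; some results beyond the cut were filed as inactive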
PAX8 inh HTS = PAX8 transcriptional activity inhibition | RMG-I TPO-luciferase reporter, SteadyGlo, 24 h | inhibition, % at 12.6 µM | 360,000 tested, 1.2% active;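 active = mean replicate inhibition at least 60% with every replicate also reaching 60%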;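 note: luciferase light reporting Pax8 driven TPO promoter activity; plate controls were median of neutral control wells for no effect and mitoxantrone controls for full effect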
LGR2 antag = Drosophila LGR2 receptor signaling inhibition; inhibition, % at 9.99 µM; HEK293 LGR2, CRE-luciferase, bursicon-stimulated, 4 h; 380,000 tested, 0.35% active;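 active = drop in luminescence signal, shown as inhibition above about 50% in the replicate tests, limit read from the data, passing the limit was not always enough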;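 note: agonist challenge used bursicon conditioned medium at about half maximal strength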
PglD DTNB = inhibitors of Campylobacter jejuni PglD acetyltransferase. inhibition, % at 12.5 µM. 360,000 tested, 0.098% active. purified PglD enzyme, DTNB colorimetric CoA detection; in the data active = inhibition above about 16%, passing the limit was not always enough; note: strong numbers were not always called active
Numbers without * were called inactive; / = not tested or not shown.

structure,EWS-Fli block,FN deposit inh,S100A4 inh HTS,ERAP1 inh,PGC1a acetyl inh,PAX8 inh HTS,LGR2 antag,PglD DTNB
CCCC12CN3CC(C)(CN(C1)C31C(=O)Nc3ccc(C)cc31)C2=O (centres undefined),17,/,1,0,5,/,6,-1
O=C(C[C@@H]1CC[C@@H]2[C@H](COC[C@H](O)CN2Cc2ccc3c(c2)OCO3)O1)N1CCCCC1,-3,-12,/,/,-6,8,-12,-7
O=C(Nc1cccc(C(=O)N2CCCC2)c1)C1CC1,-1,5,-9,/,5,5,7,1
N#Cc1cccc(S(=O)(=O)NCC(=O)OCC(=O)c2ccc[nH]2)c1,2,-3,-2,-1,5,1,3,/
CCC(=O)N1CC[C@@H]2[C@@H](CO)N(C)c3ccc(-c4ccc(F)cc4)cc3[C@@H]21,6,-12,-6,1,-16,-2,-3,-1
COc1ccc(C2=C3C(=O)OCC3Cc3ncn(Cc4ccccc4)c32)cc1 (centres undefined),1,-6,-2,1,/,13,-7,1
Cc1nnsc1C(=O)NNC(=O)Nc1ccccc1,0,4,1,-1,-2,-1,-2,/
Cc1ccc(S(=O)(=O)N2CCCCC2)cc1NC(=O)c1ccc2ccccc2n1,11,7,0,-2,/,-14,-12,/
CC(=O)c1ccc(N2CCN(C(=O)c3ccc(Cn4c(=S)[nH]c5ccc(N6CCOCC6)cc5c4=O)cc3)CC2)cc1,-33,11,-3,3,-8,-92,-27,-4
COC(=O)[C@]12CCCCC=C1N(CCc1ccc(OC)c(OC)c1)C(=O)[C@H](CC(=O)NCCCCc1ccccc1)C2,6,11,-20,-2,/,26,4,/
CCOC(=O)C1CN(S(=O)(=O)c2ccccc2)c2cc(S(=O)(=O)CC)ccc2O1 (centres undefined),/,-4,/,/,50*,11,/,-1
C/C=C/c1ccc([C@@H]2[C@H](CO)N(S(=O)(=O)CC)C23CN(C(C)=O)C3)cc1,5,-3,-3,-1,3,-8,7,/
CC1CCc2sc(C(=O)N3CCN(c4ncccn4)CC3)cc2C1 (centres undefined),/,/,-7,0,/,9,-2,-2
Cc1ccc(N=C2C(=O)Nc3ccc(Br)cc32)cc1,33,-2,-2,2,6,2,1,3
NC(=O)NC(CC(=O)NNC(=O)c1ccccn1)c1ccc(Cl)cc1 (centres undefined),2,4,4,0,9,5,4,3
CCCC(=O)N1CC2(CN(Cc3cccnc3)C2)c2c([nH]c3cc(OC)ccc23)[C@H]1CO,5,/,-58,2,-6,8,10,/
COc1ccccc1NS(=O)(=O)c1cc(NC(=O)c2ccccc2C)ccc1N1CCOCC1,-14,17,-6,0,/,19,-10,-5
C[C@@H]1CN([C@@H](C)CO)C(=O)c2cc(C#Cc3cccnc3)cnc2O[C@@H]1CN(C)C(=O)CN(C)C,-5,/,-87,2,15,-17,14,6
COc1ccc(C(=O)Nc2c(N)nc(SCC(=O)Nc3ccc(NC(C)=O)cc3)[nH]c2=O)cc1OC,0,2,0,0,/,3,-7,0
C[C@@H]1CCCCO[C@@H](CN(C)C(=O)c2ccccc2)[C@H](C)CN([C@@H](C)CO)C(=O)c2cc(NC(=O)Cc3ccccc3)ccc2O1,3,/,-1,-1,-1,3,3,2

Three compounds picked at random from the list so far, as already listed:
structure,EWS-Fli block,FN deposit inh,S100A4 inh HTS,ERAP1 inh,PGC1a acetyl inh,PAX8 inh HTS,LGR2 antag,PglD DTNB
COc1ccc(C(=O)Nc2c(N)nc(SCC(=O)Nc3ccc(NC(C)=O)cc3)[nH]c2=O)cc1OC,0,2,0,0,/,3,-7,0
CC(=O)c1ccc(N2CCN(C(=O)c3ccc(Cn4c(=S)[nH]c5ccc(N6CCOCC6)cc5c4=O)cc3)CC2)cc1,-33,11,-3,3,-8,-92,-27,-4
O=C(Nc1cccc(C(=O)N2CCCC2)c1)C1CC1,-1,5,-9,/,5,5,7,1

(next part)
structure,EWS-Fli block,FN deposit inh,S100A4 inh HTS,ERAP1 inh,PGC1a acetyl inh,PAX8 inh HTS,LGR2 antag,PglD DTNB
N/C(=N\O)c1ccc(N2CCN(c3ncccc3C(F)(F)F)CC2)nc1,-38,2,5,/,/,-76,/,/
O=C(Oc1ccc2c3c(c(=O)oc2c1)CCCC3)c1ccco1,/,8,19,/,-5,/,16,3
CCOC(=O)c1cc(OC)c2cccc(CN3CCCC(C)(C(=O)NCCOC)C3)c2c1 (centres undefined),1,/,5,2,-12,-7,-3,-4
CC(C)NC(=O)N(C)C[C@H]1OCCCC[C@@H](C)Oc2ccc(NC(=O)Nc3ccc(C(F)(F)F)cc3)cc2C(=O)N([C@@H](C)CO)C[C@H]1C,-6,-23,4,-1,-7,89*,15,-1
C/C(CCc1ccc2c(c1)OCO2)=N\NC(=S)NC(C)C,6,-1,-2,-2,-4,17,-3,-7
Cc1ccc(N(CCC#N)C(=O)CSc2nc3ccccc3c(=O)[nH]2)cc1,-1,-1,-2,-4,13,-1,-9,1
O=C(OCC(=O)N1CCCC1=O)c1cc(Cl)ccc1O,-2,3,6,-1,/,15,-14,-2
Cc1ccc(NC(=O)c2ccc3ccccc3n2)cc1S(=O)(=O)N(C)C,-86,3,5,-1,-4,-193,-58,/
CC(C)C#Cc1cnc2c(c1)C(=O)N([C@H](C)CO)C[C@H](C)[C@@H](CN(C)C(=O)c1cccc(F)c1)O2,-7,-9,1,0,-18,/,-9,1
Cc1ccccc1C(=O)Nc1sc2c(c1C(=O)O)CCC2,-6,6,6,5,6,13,/,/
COc1cc(CC(NC(C)=O)C(=O)NC2CCN(c3c(Cc4ccccc4)c(C)nc4ncnn34)CC2)cc(OC)c1 (centres undefined),/,-11,/,/,0,-18,-4,-3
C[C@H]1CN([C@@H](C)CO)C(=O)Cc2cc(NC(=O)C3CCCCC3)ccc2O[C@@H]1CN(C)Cc1ccc(Oc2ccccc2)cc1,3,/,10,-3,3,-11,1,2
COc1ccc(OCC(=O)NNC(=S)NC(=O)C2CCCCC2)cc1,15,3,-4,0,/,-2,-6,4
CC[C@@H]1[C@H]2CCCC(=O)N3CC[C@@H](C[C@H]1O)[C@@H]23,1,8,1,1,/,-18,-11,-1
O=C(NC(=S)NCc1ccccc1)c1ccccc1F,/,3,2,-1,/,/,23,0
O=C(C1CCC1)N1CC2(C1)[C@H](c1ccccc1)[C@@H](CO)N2C(=O)c1cccnc1,-2,1,-15,-1,1,/,8,/
O=S1(=O)N[C@H](Cc2ccccc2)COc2cccc(N3CCSCC3)c21,-6,1,-7,/,/,13,2,/
C[C@H](CO)N1C[C@H](C)[C@@H](CN(C)C(=O)Nc2ccc(F)cc2)Oc2ccc(NC(=O)CCCCCC(=O)Nc3ccccc3N)cc2CC1=O,1,-6,-6,1,2,/,0,/
Nc1c(NCCc2ccccc2)c2ccccc2oc1=O,-2,/,-2,-5,-2,-55,16,0
Cc1cc(S(=O)(=O)N2CCOCC2)ccc1OCC(=O)NCc1ccccn1,4,-2,-4,4,-1,-9,4,2

The list continues.
structure,EWS-Fli block,FN deposit inh,S100A4 inh HTS,ERAP1 inh,PGC1a acetyl inh,PAX8 inh HTS,LGR2 antag,PglD DTNB
COc1cccc(NC(=O)N(C)C[C@@H]2Oc3cc(C#Cc4ccc(F)cc4)ccc3S(=O)(=O)N([C@@H](C)CO)C[C@@H]2C)c1,36,8,-1,5,-40,/,26,5
Cc1ccc(-c2ccc3c(c2)O[C@@H](CN(C)S(C)(=O)=O)[C@@H](C)CN([C@H](C)CO)S3(=O)=O)cc1,-1,10,7,-3,-6,/,-6,0
CN1c2ccc(-c3ccc(F)cc3)cc2[C@H]2[C@H](CCN2C(=O)C2CCOCC2)[C@@H]1CO,7,3,3,-4,-10,-12,10,0
COC(=O)c1ccc(C2c3[nH]c4ccccc4c3C[C@H]3C(=O)N(C)CC(=O)N23)cc1 (some centres undefined),6,3,-4,1,-6,10,-1,0
COc1ccccc1C(=O)N1CCN(Cc2ccc3c(c2)OCO3)CC1,/,0,/,/,18,-5,/,8
Cc1noc(C)c1NC(=O)N(C)C[C@@H]1OCCCC[C@H](C)Oc2ccc(NC(=O)CCC(F)(F)F)cc2C(=O)N([C@@H](C)CO)C[C@H]1C,-35,/,9,2,9,10,-23,0
C[C@H](CO)N1C[C@H](C)[C@@H](CN(C)C)Oc2ncc(-c3ccncc3)cc2C1=O,-8,4,1,-3,9,/,-9,-3
O=C(O)C[C@@H]1C[C@H]2c3cc(NC(=O)Nc4ccccc4F)ccc3O[C@H]2[C@@H](CO)O1,-5,/,-12,-1,-3,-4,-1,1
O=[N+]([O-])c1cccc(C2=NC(c3ccccc3)CO2)c1 (centres undefined),-41,2,0,6,-3,-4,-25,0
O=C(NCCN1CCOCC1)c1ccc(/C=C2\Sc3ccccc3N(Cc3ccccc3F)C2=O)cc1,3,22,13,-2,-24,-14,-4,1
COc1ccc(NC(=O)C(NS(=O)(=O)c2cccs2)C(C)C)cc1Cl (centres undefined),-2,8,-2,1,/,8,5,-5
CC(C)=C(NC(=O)c1ccccc1)C(=O)NCCc1nc2ccccc2[nH]1,-5,4,-1,-4,-6,-2,0,-4
CCCCC[C@@H]1C=C(C(=O)O)[C@H](c2ccc(C#N)cc2)N1S(=O)(=O)c1ccc(C)cc1,-2,-7,0,-2,7,5,6,-2
CCOC(=O)C1CCCN(C(=O)c2ccccc2NC(=O)C2=C(C)OCCS2)C1 (centres undefined),3,1,-12,2,4,1,-1,2
Cc1cc(C)n2c(SCC(=O)Nc3ccccc3)nnc2n1,0,4,29,2,/,8,6,-1
CC(C)C#Cc1ccc2c(c1)O[C@H](CN(C)C(=O)CC1CC1)[C@@H](C)CN([C@@H](C)CO)S2(=O)=O,-6,-7,0,-1,-3,-2,8,1
O=C(CCCNC(=O)c1ccc(Cl)cc1)Nc1cccc(S(=O)(=O)N2CCCCC2)c1,6,3,-1,-3,-4,9,-3,-2
O=C(C1CCCC1)N1C[C@H]2[C@@H](c3ccccc31)[C@@H](CO)N2C(=O)Nc1cccc(F)c1,11,-13,2,1,-5,5,-10,5
CCn1c(N2CCC(C)CC2)nc2c1c(=O)n(C)c(=O)n2C,3,9,0,-2,-2,14,11,1
Cc1cccc(N(C(=O)Cc2cccs2)C(C(=O)NC2CCCC2)c2ccncc2)c1 (centres undefined),12,0,4,1,3,14,2,2

Additional records.
structure,EWS-Fli block,FN deposit inh,S100A4 inh HTS,ERAP1 inh,PGC1a acetyl inh,PAX8 inh HTS,LGR2 antag,PglD DTNB
CSCC(C)N1CCC(n2nccc2NC(=O)c2ccc3c(c2)OCO3)CC1 (centres undefined),/,4,-7,-2,-1,-8,2,-2
COc1ccc(-c2[nH][nH]c(=O)c2NC(=O)c2ccccn2)cc1,-7,2,-2,/,10,3,-13,-4
CCOc1ccc(C2C(C(=O)c3ccc(C)o3)=C(O)C(=O)N2c2nc(C)c(C(=O)OC)s2)cc1 (centres undefined),-7,-1,1,-4,-9,-19,-17,-3
O=C(CSCc1ccccc1)NCc1ccc2c(c1)OCO2,/,2,/,/,3,-9,/,-3
CC(=O)NC(CC(=O)OC(C)C(=O)Nc1ccc(Cl)cn1)c1ccccc1 (centres undefined),3,2,2,-3,/,0,4,/
C[C@@H]1CCCCO[C@@H](CN(C)Cc2ccc(C(=O)O)cc2)[C@H](C)CN([C@H](C)CO)C(=O)c2cc(NC(=O)Cc3ccccc3)ccc2O1,-4,/,-4,0,1,-31,-9,-1
C=CCN(C(=O)c1csnn1)C(C(=O)NC1CCCC1)c1ccc(F)cc1 (centres undefined),2,-2,16,2,/,3,11,0
CC(=O)N1c2ccc(S(=O)(=O)N3CCCC(C(=O)Nc4cc(C)cc(C)c4)C3)cc2CC1C (centres undefined),19,-3,-3,0,-5,7,-17,-1
